Compound activity deposited in PubChem BioAssay by several laboratories.
RGS4-Gao reg: human RGS4-Galphao interaction regulation. Multiplexed bead flow cytometry, RGS4-Galphao binding; actives lie on both sides. binding response (% of control), % at 10 µM. 220,000 tested, 0.33% active; in the data active means binding response below about 49% or above about 150%; inactive means in between;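 further: fluorescent Galphao activated with aluminum fluoride binding bead-coupled RGS4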
Target sequence (P09471 whole entry, looked up): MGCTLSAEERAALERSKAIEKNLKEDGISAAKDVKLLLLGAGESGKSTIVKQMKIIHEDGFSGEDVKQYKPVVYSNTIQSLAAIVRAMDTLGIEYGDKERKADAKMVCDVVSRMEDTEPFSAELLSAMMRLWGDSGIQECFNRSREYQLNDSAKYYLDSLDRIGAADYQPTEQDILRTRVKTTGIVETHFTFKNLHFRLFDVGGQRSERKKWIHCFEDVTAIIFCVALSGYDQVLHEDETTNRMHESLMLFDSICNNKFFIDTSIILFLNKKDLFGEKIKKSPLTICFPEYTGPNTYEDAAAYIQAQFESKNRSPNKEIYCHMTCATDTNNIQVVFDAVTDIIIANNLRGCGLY
GSH bead fluor: compound fluoresces at 488/530 nm on GSH beads; GSH beads flow cytometry, compound fluorescence 488/530 nm; active compounds read high; fluorescence (KMESF) at 10 µM; 190,000 tested, 0.25% active; in the data active means fluorescence above about 89;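 further: glutathione beads carrying GST-tagged Bcl family fusion proteins plus one bare bead set; values are compound well signal with DMSO vehicle wells as background; inactives centre near 16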
Pf gametocyte: P. falciparum stage V gametocyte viability inhibition; P. falciparum stage V gametocytes, ATP luminescence, 24 h; inhibition, % at 10.9 µM; 150,000 tested, 0.065% active; AID 743093;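 active means inhibition above the mean plus 3 SD of compounds within the control limits, set per campaign, cut at about 38% in these data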;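 further: 0% = DMSO wells and 100% = medium only without gametocytes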
Avidin bead fluor: avidin bead compound fluorescence profile. 220,000 tested, 0.38% active. Avidin beads, compound fluorescence 488/530 nm, flow cytometry; active compounds read high. AID 1775. fluorescence (KMESF) at 10 µM; in the data active means fluorescence above about 47; further: inactives centre near 10
Mcl1-Noxa inh: Mcl-1/Noxa interaction inhibition | Q07820 | TR-FRET Mcl-1/Noxa peptide binding, 2 h | inhibition, % at 21.7 µM | 220,000 tested, 1.5% active;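 active means compounds that cut the protein-peptide binding signal by more than 50% relative to plate controls in a single-dose test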;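 further: His-tagged Mcl-1 with rhodamine Noxa BH3 peptide and terbium anti-His antibody; 0% = Mcl-1 plus Noxa peptide wells and 100% = peptide-only wells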
Target sequence (Q07820 whole entry, looked up): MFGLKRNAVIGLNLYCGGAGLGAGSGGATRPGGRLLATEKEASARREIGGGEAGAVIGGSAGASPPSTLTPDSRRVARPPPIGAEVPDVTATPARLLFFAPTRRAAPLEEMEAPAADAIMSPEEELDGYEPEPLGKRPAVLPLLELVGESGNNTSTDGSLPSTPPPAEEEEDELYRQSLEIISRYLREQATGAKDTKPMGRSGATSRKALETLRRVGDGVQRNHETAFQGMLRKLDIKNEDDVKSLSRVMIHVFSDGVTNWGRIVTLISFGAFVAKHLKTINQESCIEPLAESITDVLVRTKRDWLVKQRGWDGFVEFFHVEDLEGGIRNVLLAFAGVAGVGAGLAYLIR
Mcl1 Bid PPI: disrupts binding of human Mcl-1 to Bid peptide; inhibition, % at 21.7 µM; AID 1021; 220,000 tested, 0.97% active; TR-FRET Mcl-1/Bid-Dy647 peptide binding, 1536-well;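 active means compounds that cut the binding signal by more than half at the single screening dose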;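 further: His-tagged Mcl-1 with europium anti-His antibody binding Bid BH3 peptide; 0% = Mcl-1 plus peptide wells and 100% = peptide-only wells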
RGS7-Gao reg: human RGS7-Galphao interaction regulation; 220,000 tested, 0.35% active; binding response (% of control), % at 10 µM; Multiplexed bead flow cytometry, RGS7-Galphao binding; actives lie on both sides; P09471; in the data active means binding response below about 49% or above about 150%; inconclusive means no clear call, values can overlap the other calls; inactive means in between;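 further: fluorescent Galphao held in activated GDP-AlF4 state binding bead-coupled RGS7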
Mcl-1 Bim block: human Bim-Mcl-1 interaction inhibition | Q07820 | Bead-based flow cytometry, Bim peptide-Mcl-1 binding | inhibition, % at 10 µM | 190,000 tested, 0.1% active; in the data active means inhibition above about 40%;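 further: 0% = no compound tracer wells and 100% = peptide blocker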
ABCG2 block: blocks JC-1 efflux by human ABCG2 transporter. inhibition, % at 6.6 µM. AID 1325. IgMXP3 cells, flow cytometry. 190,000 tested, 0.1% active. Q9UNQ0;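 active means inhibition above 80%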;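 further: 0% = DMSO and 100% = nicardipine control wells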
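Read-out basis: Efflux inhibition in percent versus controls | Test system: ABCG2 IgMXP3 and barcoded ABCB1 CCRF-Adr cell mix | Quantity: 3 million cells/mL in well | Schedule: 10 min at 25 °C | Control set: Nicardipine as high control, DMSO as low control | Reagent: JC-1 as fluorescent efflux pump substrate | Signal: Flow cytometry of retained JC-1 fluorescence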
RGS8-Gao: regulators of human RGS8-Galphao interaction. P09471. multiplexed bead flow cytometry, RGS8-Galphao binding; actives lie on both sides. response (percent of control binding), % at 10 µM. 220,000 tested, 0.34% active; in the data active means response below about 60% or above about 140%; inactive means in between;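 further: Galphao activated as the GDP aluminium fluoride complex binding bead-coupled RGS8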
ABCB1 block: blocks JC-1 efflux by human ABCB1 transporter; P08183; 190,000 tested, 0.067% active; inhibition, % at 6.6 µM; AID 1326; CCRF-Adr cells, flow cytometry; in the data active means inhibition above about 40%;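 further: 0% = vehicle and 100% = reference inhibitor; higher value means more JC-1 retained so stronger ABCB1 efflux block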
* = called active by the depositor; ? = inconclusive; nt = no result given; [ ] = another dose, or the depositor's remark.

SMILES	RGS4-Gao reg	GSH bead fluor	Pf gametocyte	Avidin bead fluor	Mcl1-Noxa inh	Mcl1 Bid PPI	RGS7-Gao reg	Mcl-1 Bim block	ABCG2 block	RGS8-Gao	ABCB1 block
COc1ccccc1/C=C(\NC(=O)c1ccc(OC)c(OC)c1)C(=O)Nc1cccc([N+](=O)[O-])c1	99	12	10	6	15	-4	96	-1	-7	91	-0.4
O=c1[nH]c2ccccc2n1CCC1CCCCC1	104	12	nt	8	18	3	107	-1	5	102	0.7
Cc1cc(NC(=O)/C=C/c2ccccc2)c(C(C)C)cc1O	100	15	10	9	6	-44	?	0	6	101	0.3
NNC(=O)CN1C(=O)Nc2ccc(Br)cc2C1c1ccccc1 (centres undefined)	92	13	nt	14	8	-4	92	-4	2	71	0.0
CCCCCC(=O)Nc1ccc(S(=O)(=O)Nc2nccc(C)n2)cc1	100	21	-2	8	13	19	106	2	3	99	0.2
O=C(N/N=C/c1ccc(Br)s1)c1ccccc1[N+](=O)[O-]	93	21	nt	10	2	-25	108	-2	0	95	-0.1
Cn1nc(C(=O)N2CCc3ccccc32)c2ccccc2c1=O	100	20	14	9	20	-13	?	0	2	98	0.1
CCCS(=O)(=O)c1c(S(=O)(=O)CCC)c2c(C)cccn2c1C(N)=O	102	11	nt	20	2	-5	100	-2	-1	100	0.2
CCOC(=O)c1cc(-c2ccccc2)sc1N	98	47	-8	3	9	7	106	-5	0	97	0.1
Cn1nc(-c2ccccc2)c(CO)c1Oc1ccc(F)cc1	98	11	-3	24	-8	5	97	-1	6	101	0.5
CCOc1ccccc1-n1c(SCC(=O)NC(C)(C)C)nnc1-c1ccoc1C	102	24	nt	30	1	-14	101	-1	0	101	0.8
CCOCCCNC(=O)c1ccc(CS(=O)(=O)Cc2ccc(C)cc2)o1	100	28	nt	14	13	-20	102	-4	7	100	1.5
Brc1cnc(N2CCCC2)nc1N1CCCCC1	95	25	nt	6	11	-14	90	0	2	97	0.3
CC1CCCN(CCOc2ccc(Br)cc2)C1 (centres undefined)	102	11	-7	14	38	-10	102	-2	-3	103	-0.9
CCOC(=O)c1oc2ccccc2c1CSc1nnc(-c2ccco2)o1	100	17	23	23	-1	-5	102	-4	1	102	0.1
Clc1ccccc1Nc1c2c(nc3ncnn13)CCC2	98	33	nt	15	4	-15	97	-5	8	101	0.6
CCOc1ccccc1NC(=O)c1cc(SC)ccc1Cl	101	7	-21	29	-10	-5	100	0	9	100	0.7
Cc1nc(CNS(=O)(=O)c2cc([N+](=O)[O-])ccc2C)cs1	101	nt	3	5	0	-22	?	nt	nt	101	nt
Cc1ccc(C(=O)Oc2ccccc2C(=O)N2CCOCC2)cc1	101	17	nt	20	-3	-1	98	-2	0	100	-0.3
O=C(c1ccc(CNc2c(N3CCCC3)c(=O)c2=O)cc1)N1CCN(C2CCCCC2)CC1	98	13	nt	6	18	-15	94	-1	12	101	0.5
CCn1cc(/C=N/NC(=O)c2cc3c(ccc4ccccc43)o2)c2ccccc21	103	7	nt	13	-4	-16	101	-1	-3	99	-1.3
O=c1cc(-c2ccccc2)nc(SCCOc2ccccc2Cl)[nH]1	105	23	0	13	-1	-19	104	0	2	110	0.3
O=C(CSc1nc(O)c(Cc2ccccc2)c(=O)[nH]1)Nc1nnc(SCc2ccccc2)s1	97	11	nt	2	25	-7	97	-2	0	95	0.6
COc1cccc(OCC(Cn2c(C)nc3ccccc32)OC(C)=O)c1 (centres undefined)	99	15	2	11	20	-26	92	1	3	99	1.0
CCOC(=O)COc1ccccc1C1Nc2ccccc2C(=O)N1c1cccc(Cl)c1 (centres undefined)	103	22	nt	16	-11	-20	104	-1	5	101	1.9

An excerpt of these results, with bars between the fields:
molecule | RGS4-Gao reg | GSH bead fluor | Pf gametocyte | Avidin bead fluor | Mcl1-Noxa inh | Mcl1 Bid PPI | RGS7-Gao reg | Mcl-1 Bim block | ABCG2 block | RGS8-Gao | ABCB1 block
O=C(N/N=C/c1ccc(Br)s1)c1ccccc1[N+](=O)[O-] | 93 | 21 | nt | 10 | 2 | -25 | 108 | -2 | 0 | 95 | -0.1
CCCS(=O)(=O)c1c(S(=O)(=O)CCC)c2c(C)cccn2c1C(N)=O | 102 | 11 | nt | 20 | 2 | -5 | 100 | -2 | -1 | 100 | 0.2
CCOC(=O)c1cc(-c2ccccc2)sc1N | 98 | 47 | -8 | 3 | 9 | 7 | 106 | -5 | 0 | 97 | 0.1
COc1cccc(OCC(Cn2c(C)nc3ccccc32)OC(C)=O)c1 (centres undefined) | 99 | 15 | 2 | 11 | 20 | -26 | 92 | 1 | 3 | 99 | 1.0

Arranged by molecular weight (ascending): 3 of the compounds above.
SMILES	RGS4-Gao reg	GSH bead fluor	Pf gametocyte	Avidin bead fluor	Mcl1-Noxa inh	Mcl1 Bid PPI	RGS7-Gao reg	Mcl-1 Bim block	ABCG2 block	RGS8-Gao	ABCB1 block
Clc1ccccc1Nc1c2c(nc3ncnn13)CCC2	98	33	nt	15	4	-15	97	-5	8	101	0.6
Cn1nc(C(=O)N2CCc3ccccc32)c2ccccc2c1=O	100	20	14	9	20	-13	?	0	2	98	0.1
Cc1nc(CNS(=O)(=O)c2cc([N+](=O)[O-])ccc2C)cs1	101	nt	3	5	0	-22	?	nt	nt	101	nt

Continued.
SMILES	RGS4-Gao reg	GSH bead fluor	Pf gametocyte	Avidin bead fluor	Mcl1-Noxa inh	Mcl1 Bid PPI	RGS7-Gao reg	Mcl-1 Bim block	ABCG2 block	RGS8-Gao	ABCB1 block
COc1cc(-c2nnc(SCC(=O)N3c4ccccc4Sc4ccccc43)o2)cc(OC)c1OC	100	15	nt	9	10	-14	103	nt	21	99	3.8
O=C1N(Cc2cccc(Cl)c2)C[C@@H]2C[C@@H](c3cccc4ncccc34)N3CCC[C@@]123	100	15	2	11	11	-9	101	-3	2	106	4.0
Cc1cc2n(n1)C(c1ccccc1)Nc1ccccc1-2 (centres undefined)	103	27	8	14	7	-54	101	-3	7	105	0.7
N#CCCN/N=C(/Cc1nc2ccccc2[nH]1)c1cccc(Cl)c1	247*[activator]	27	nt	9	-76	-66	198*[activator]	-2	1	169*[activator]	0.3
COc1ccc(C2NC3=C(CCC3)C3(C#N)C(OC)(OC)N=C(N)C23C#N)cc1 (centres undefined)	102	16	nt	25	14	-19	101	0	0	100	0.1
CCNc1nc(N)c(C(=C(C#N)C#N)c2ccccc2)s1	93	10	nt	10	16	-7	92	0	8	97	0.5
COc1ccc2c(=O)cc(C(F)(F)C(F)(F)F)oc2c1	101	28	nt	4	22	-2	102	1	0	102	0.0
COc1ccc2c(c1OC)C(=O)N1C2SC[C@H]1C(=O)NC1CC(C)(C)NC(C)(C)C1 (some centres undefined)	97	50	-13	6	16	-17	106	0	1	97	0.3
Cc1ccccc1NC(=O)C(=O)NCCc1c[nH]c2ccccc12	107	15	nt	9	11	-44	?	-1	1	112	-0.1
CCOc1cc(C(=O)Nc2ncn[nH]2)cc(OCC)c1OCC	101	16	-5	12	-4	-18	?	-1	16	100	2.5
O=C(NC(C(=O)NCCN1CCOCC1)C12CC3CC(CC(C3)C1)C2)C1CCCCC1 (centres undefined)	107	11	8	23	-12	-14	101	-3	3	108	0.7
CCc1ccccc1N(C)S(=O)(=O)c1ccc2[nH]cc(C(=O)O)c(=O)c2c1	96	11	-34	12	30	8	?	-2	0	98	0.1
CCS(=O)(=O)C(=C1NCCO1)S(=O)(=O)CC	104	56	-22	9	7	1	101	0	-1	99	0.0
CCOC(=O)/C=C1\SCC(=O)N1CC(=O)c1ccc[nH]1	97	10	nt	19	37	-36	94	0	2	103	-0.1
COc1ccc(NC(=O)/C(Cl)=C(/Cl)S(=O)Cc2ccc(Cl)cc2)cn1 (centres undefined)	98	11	-11	9	53*	36	100	-9	0	85	0.3
COc1ccccc1Nc1nc(NCC2CCCO2)c2ccccc2n1 (centres undefined)	105	15	10	10	34	2	96	-1	37	101	4.3
CCn1cc(C(=O)NC2CCc3ccccc32)c(=O)c2ccc(C)nc21 (centres undefined)	97	28	nt	11	5	-3	101	-5	47	99	10
CC(=O)Nc1cccc(NC(=O)CCn2cnc3cc(C)c(C)cc32)c1	110	6	24	16	1	-15	110	3	3	105	0.8
O=C(O)C1CCCN(S(=O)(=O)c2ccc(F)cc2)C1 (centres undefined)	91	15	nt	22	-15	1	101	0	5	96	1.1
Cc1nc2ccccc2c(=O)n1NC(=O)c1cncc(Br)c1	100	58	8	26	8	-8	101	-1	0	106	0.0
O=C(Nc1ccc(N2CCOCC2)c(Cl)c1)c1cc(F)c(F)cc1Cl	100	17	nt	8	22	3	100	-1	2	101	0.2
O=C(Nc1cc(S(=O)(=O)N2CCOCC2)ccc1N1CCOCC1)c1cc(=O)[nH]c2ccccc12	109	15	4	12	7	-8	103	-3	4	106	0.6
Cc1nn(-c2ccccc2)c(Cl)c1C(=O)NCc1cccs1	91	13	nt	8	46	-35	84	-1	23	97	1.7
COc1ccccc1N1CCN(CC(=O)NCC2CCCO2)CC1 (centres undefined)	110	23	nt	4	33	47	105	-16	0	98	0.1
COc1ccc(N(C(C)C(=O)NC2CCCCCC2)S(C)(=O)=O)cc1 (centres undefined)	105	50	nt	7	9	-13	109	-3	1	107	0.0
O=C(Nc1nnc(-c2ccncc2)s1)Nc1ccccc1F	107	10	0	7	15	21	?	0	0	110	1.1
COC(=O)c1ccc(C(=O)OC)c(NC(=S)N2CCC(C(N)=O)CC2)c1	101	17	0	9	1	-36	?	0	5	101	-0.3

A different layout for part of the listing above:
Order of results – RGS4-Gao reg | GSH bead fluor | Pf gametocyte | Avidin bead fluor | Mcl1-Noxa inh | Mcl1 Bid PPI | RGS7-Gao reg | Mcl-1 Bim block | ABCG2 block | RGS8-Gao | ABCB1 block
- Cc1nc2ccccc2c(=O)n1NC(=O)c1cncc(Br)c1
→ 100 | 58 | 8 | 26 | 8 | -8 | 101 | -1 | 0 | 106 | 0.0
- O=C(Nc1ccc(N2CCOCC2)c(Cl)c1)c1cc(F)c(F)cc1Cl
→ 100 | 17 | nt | 8 | 22 | 3 | 100 | -1 | 2 | 101 | 0.2
- O=C(Nc1cc(S(=O)(=O)N2CCOCC2)ccc1N1CCOCC1)c1cc(=O)[nH]c2ccccc12
→ 109 | 15 | 4 | 12 | 7 | -8 | 103 | -3 | 4 | 106 | 0.6
- Cc1nn(-c2ccccc2)c(Cl)c1C(=O)NCc1cccs1
→ 91 | 13 | nt | 8 | 46 | -35 | 84 | -1 | 23 | 97 | 1.7
- COc1ccccc1N1CCN(CC(=O)NCC2CCCO2)CC1 (centres undefined)
→ 110 | 23 | nt | 4 | 33 | 47 | 105 | -16 | 0 | 98 | 0.1

Outcome played no part in choosing rows; about 3.3% have a hit in one of these screens.
